Assay outcomes from PubChem.
Insulin prom inh: TRM-6 insulin promoter activity inhibition; TRM-6 cells (human fetal islet line), insulin promoter-eGFP reporter, imaging; reporter expression induced with tamoxifen; inhibition, % at 2 µM; 0.9% of 130,000 active;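 active means inhibition above the mean plus 3 SD, with well images judged a real hit on visual review, cut at about 60% in these data, passing the limit was not always enough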
SDO1 yeast rescue: restores growth of sdo1-depleted yeast; S. cerevisiae sdo1-depleted JHY4D growth rescue, OD600 30 h; stronger effect = higher value; pdr5 snq2 efflux-pump mutant strain; z-score at 10 µM; 0.21% of 140,000 active; AID 817;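 active means z-score above 3 at both the 24 hr and the 30 hr optical density reads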;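 further: z-score against mean and SD of all compound wells on the same plate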
SDO1 yeast rescue Rescue 24 h: second read-out of SDO1 yeast rescue, no call of its own (marks repeat the call); z-score; S. cerevisiae sdo1-depleted JHY4D growth rescue, OD600; measured here: growth rescue at 24 h;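 0 is the plate mean of compound wells and units are plate SD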
Numbers without * were called inactive; . = not tested or not shown.

Insulin prom inh	SDO1 yeast rescue Rescue 24 h	SDO1 yeast rescue	structure
.	0.03	-0.25	CCC1(C)Cc2c(sc3nnn(CC(=O)Nc4ccccc4C)c(=O)c23)CO1 (stereo not drawn)
.	-0.38	0.67	Cn1c(CCN2CCCCC2)nc2cc(NC(=O)NC3CCCCC3)ccc21
.	0.33	0.68	COc1ccc(OC)c(S(=O)(=O)Nc2ccc(OCC(=O)O)cc2)c1
.	2	1.6	C=CCn1cc(Cl)c(=O)n(CC=C)c1=O
-7	0.04	0.68	Cc1nnsc1Sc1cccc(C(F)(F)F)c1
18	.	.	C#CCNc1ccc([N+](=O)[O-])cc1
-92	1.9	1.5	COc1ccccc1N(C(C)=O)c1nc(C)cc(C)c1C#N
-29	-1.4	-2.5	CC(C)Cn1cnc2c(c(-c3ccccc3)c(-c3ccccc3)n2Cc2ccco2)c1=N
32	2.4	1.7	C=CCNS(=O)(=O)c1ccc(OCC(=O)OCC)cc1
3	-1.2	-1.7	CCn1c(SCc2ccccc2Cl)nc2ccccc21
-388	-0.35	-0.44	CC(C)C(=O)Nc1ccc2oc(-c3cc(F)c(F)cc3Cl)nc2c1
-14	0.2	0.62	Cn1c(-c2ccc[nH]c2=O)nc2cc(Cl)ccc21
.	-0.99	-1.1	CCN(Cc1cc2cc(C)ccc2[nH]c1=O)S(=O)(=O)c1ccccc1
.	1.3	1.5	O=C(CN1CCN(c2ncccn2)CC1)N1CCc2ccccc21
31	-0.68	-0.75	S=C1c2ccccc2CN1c1ccccc1
12	0.13	1.1	CC[n+]1c(C)sc2c(C)cc(C)cc21
-238	-1.6	-2.2	Cc1noc(C)c1C(=O)Nc1nc(C23CC4CC(CC(C4)C2)C3)cs1
31	0.97	0.71	Cc1ccc2[nH]cc(CCNC(=O)c3cccnc3)c2c1
.	0.13	0.08	CC1(C(=O)NC2CCCCCC2)CCC(=O)N1Cc1ccc2c(c1)OCO2 (stereo not drawn)
-20	0.53	0.63	CCn1c(SCC(=O)NCC2CCCO2)nc2c(c1=O)SC(C)C2 (stereo not drawn)
-36	.	.	NS(=O)(=O)c1ccc(CNC(=O)/C=C/c2ccccc2[N+](=O)[O-])cc1
29	0.27	0.28	O=C(COc1cccc2ccccc12)NNC(=O)c1cnccn1
15	0.87	0.7	O=C1C(=O)N(CNc2ccccn2)c2ccccc21
-44	.	.	C=CCc1ccc(OCCOc2cccc(/C=N/n3cnnc3)c2)c(OC)c1
57	0.97	1.4	Cn1nc(C(F)(F)F)c2cc(C(=O)NC3CC3)sc21
32	2.5	1.7	Brc1ccc2cccnc2c1
36	1.2	-0.06	CCOC(=O)c1nn(-c2ccc(OCC)cc2)c2nc(-c3cccc(OC)c3)c(C#N)c(=O)n12
-72	1.1	1.2	Cc1ccccc1NC(=S)N(CCCN1CCCCC1)Cc1ccco1
-43	-0.73	-0.37	C/C(=N\OC(=O)c1ccc(Cl)c(Cl)c1)c1sc(C)nc1C
.	-0.78	-0.34	COc1ccc(C(=O)NCc2ccccc2OC)c(OC)c1
57	-0.73	-1.4	CC(C)NCC(O)Cn1c2c(c3ccccc31)CCc1c-2cnn1-c1ccccc1 (stereo not drawn)
.	-1	-0.66	COc1ccccc1-n1cnnc1SCC(=O)c1cc(C)n(Cc2cccs2)c1C
41	-0.43	0.93	O=C(CSCCc1ccccn1)Nc1cccnc1Cl
-23	0.6	-0.21	CCCCC(=O)Nc1cccc(-c2cn3ccccc3n2)c1
36	.	.	Cc1ccc(NC(=O)CCn2c(=S)oc3ccccc32)cc1
-71	.	.	O=C(NO)c1ccccc1C(F)(F)F
.	-0.52	-0.48	CC(=O)Nc1ccc(NC(=O)CC2Nc3cccc4cccc(c34)NC2=O)cc1 (stereo not drawn)
43	-0.58	0.14	Cc1ccc(N2C(=O)C(Cc3ccc(O)cc3)NC2=S)cc1C (stereo not drawn)
0	.	.	Cc1c(Nc2ccc(C=O)cc2)c(=O)n(-c2ccccc2)n1C
-52	-0.73	-0.49	NS(=O)(=O)c1ccc(NC(=S)Nc2nn(Cc3ccc(Cl)cc3Cl)cc2Cl)cc1
18	0.51	-0.74	Cc1cccc(Nc2nnc(SCC(=O)Nc3ccccc3[N+](=O)[O-])s2)c1
22	-0.92	-0.8	CCOC(=O)C1CCN(C(=O)Cc2cccc3ccccc23)CC1
57	.	.	O=C(CN1CCCC1)NC(=O)NC1CCCC1
.	-0.16	0.52	CCN1C(=O)c2cccc3c(NC(=O)c4ccc(OC)c(OC)c4)ccc1c23
-24	0.31	0.23	CC1(C)Cc2c(C#N)c(N)sc(=S)c2CS1
61	1.8	-0.21	CCOc1ccc(NC(=NCc2ccc3c(c2)OCO3)SC2CC(=O)N(c3ccccc3)C2=O)cc1 (stereo not drawn)
-8	2.3	0.34	COc1ccc(CNC(=O)c2ccc(-c3ccccc3)cc2)cc1OC
.	-0.74	-0.09	COc1ccc(-c2cc(C(F)(F)F)n3nc(C(=O)O)nc3n2)cc1
.	-1	-0.82	CCCc1nn(C)c(C(=O)Nc2ccc(Cl)cc2)c1Cl
17	-1.5	-1.1	COc1ccc(C)cc1NC(=O)Nc1ccccc1

(further entries)
Insulin prom inh	SDO1 yeast rescue Rescue 24 h	SDO1 yeast rescue	structure
-21	0.06	0.31	Nc1ncnc2nc(SCC(=O)N3CCN(c4ccccc4)CC3)[nH]c12
12	-0.08	0.03	COc1ccc(-c2nn(-c3ccccc3)cc2/C=C/C(=O)OCC(=O)Nc2ccc(C#N)cc2)cc1
20	-0.15	0.51	CCOC(=O)N1CCC(N(CCN(C)C)C(=S)Nc2cccc(C)c2)CC1
.	-0.61	-0.17	CC(Sc1nncn1C)C(=O)Nc1nnc(-c2ccccc2)s1 (stereo not drawn)
66*	1.2	0.59	Clc1ccc(OCCSc2ncccn2)cc1
-90	0.12	-0.09	COc1ccc(NC(=O)OCCN2CCN(Cc3ccccc3)CCC2=O)cc1
43	-0.12	0.1	O=C(CC1Nc2ccccc2NC1=O)NCC1COc2ccccc2O1 (stereo not drawn)
18	.	.	O=C1CC(=O)Nc2cc(S(=O)(=O)N3CCN(c4cccc(C(F)(F)F)c4)CC3)ccc2N1
89*	.	.	Cn1ccc(=S)c2ccccc21
34	-0.01	-0.26	O=C(CN1/C(=C(/O)c2ccccc2)C(=O)c2ccccc2S1(=O)=O)c1ccccc1
-85	0.66	-0.54	CCOc1ccc2c(c1)C(c1ccccc1)=NNC(c1ccccc1)=N2
43	-0.78	-0.19	Cn1c(=O)n(C)c2cc([N+](=O)[O-])c(N3CCN(S(C)(=O)=O)CC3)cc21
23	-0.07	-0.97	O=C(c1ccco1)n1nc(-c2ccccc2)nc1SCc1ccccc1
-74	-0.36	-0.42	COc1ccc(N(C(=O)c2ccccc2C)S(=O)(=O)c2cccs2)cc1
34	-0.07	-0.2	O=C(Nc1cccc(OC(F)(F)F)c1)c1ccc(Br)o1
48	1.3	1.9	COCCNC(=O)CSc1nnc(CCCN2C(=O)c3cccc4cccc(c34)C2=O)n1-c1ccccc1
.	-0.73	-1.6	CN(C)c1ccc(C2C=C(c3ccc(Cl)cc3OC(F)F)Nc3ncnn32)cc1 (stereo not drawn)
-5	0.6	0.45	Cc1nnc(SCC(=O)N2CCC(C(=O)Nc3nccs3)CC2)n1Cc1ccccc1
-10	1.6	1.3	C=CCc1c(C)nc(SCC(N)=O)[nH]c1=O
-36	-0.08	-1.3	Nc1nnnn1/N=C/c1ccccc1OCc1ccc(Cl)cc1Cl
.	-1.5	-0.76	O=C(COC(=O)c1ccc(Br)o1)NCCCc1ccccc1
-45	0.02	-0.28	CSc1nnc(-c2sc3cc(C(F)(F)F)cnc3c2-c2ccccn2)n1C
26	.	.	CN(CC(=O)O)S(=O)(=O)/C=C/c1ccccc1
25	-1	-1.1	COc1ccc(-c2cc(C(=O)Nc3ccc(C)cc3)no2)cc1
18	.	.	CCCOc1ccc(/C=N\NC(=O)CCc2n[nH]c(=O)[nH]c2=O)cc1OC

Insulin prom inh: entries above that show a hit.
Insulin prom inh	SDO1 yeast rescue Rescue 24 h	SDO1 yeast rescue	structure
66*	1.2	0.59	Clc1ccc(OCCSc2ncccn2)cc1
89*	.	.	Cn1ccc(=S)c2ccccc21

(more compounds)
Insulin prom inh	SDO1 yeast rescue Rescue 24 h	SDO1 yeast rescue	structure
43	-1.7	-1.6	CCCn1cc(SCC(=O)NCc2ccco2)c2ccccc21
.	0.81	0.85	CN(C)/C=C1/C(=O)Nc2ccccc21
18	-1.4	-1.6	c1ccc(CC2CCN(Cc3nc(-c4ccccc4)no3)CC2)cc1
-94	0.78	0.05	ClC(Cl)c1nnc(-c2ccccc2)c(-c2c[nH]c3ccccc23)n1
.	-0.43	-0.34	O=C(Cc1cccs1)Nn1c(Cc2cccs2)nc2ccccc2c1=O
12	.	.	O=C(CSCc1ccccc1Cl)NCCSc1ccccn1
0	0.09	0.15	COc1ccc(CN2CCN(C)CC2)cc1OCc1ccccc1
-92	1.1	0.71	Cc1cccc(OCc2nc3c4c(ncn3n2)-c2ccccc2CC42CCCC2)c1
.	0.35	0.61	O=C(O)CC1C(=O)OCN1C(=O)OCc1ccccc1 (stereo not drawn)
.	-1.6	-2.1	Cc1cccc2sc(N(CCN(C)C)C(=O)/C=C/c3cccs3)nc12
.	-0.01	0.11	COc1ccccc1NC(=S)NNC(=S)Nc1ccc(OC(F)F)cc1
-48	0.06	-0.01	COC(=O)[C@@H]1C[C@H]1[C@@H](NC(=O)c1ccccc1)c1ccccc1
8	-1.2	-0.94	O=S(=O)(c1ccccc1)N1CCCC1c1nc2ccccc2s1 (stereo not drawn)
82*	0.82	0.58	O=C(Nc1ccc2nc(-c3ccco3)[nH]c2c1)c1ccco1
.	1.8	0.86	Cc1ccc2cc(C(c3nnnn3C3CCCC3)N(Cc3cccnc3)Cc3ccco3)c(=O)[nH]c2c1 (stereo not drawn)
.	-0.35	0.6	Cn1c(SCC(=O)c2ccc(F)cc2)nc2cccnc21
3	-0.78	0.19	CCOC(=O)c1ccc(NC(=O)CCc2ccc(C)o2)cc1
-17	-0.46	0.68	C/C(CC(=O)Nc1ccccn1)=N\NC(=O)C(=O)Nc1cccc(C)c1
.	1.1	0.89	COc1ccc(/C=N/N=C2\SC(CC(=O)O)C(=O)N2c2ccccc2)c(OC)c1 (stereo not drawn)
23	0.44	-0.79	O=C1N=C(N2CCOCC2)S/C1=C/c1ccc(-c2ccccc2Cl)o1
.	-1.1	-1.6	COc1ccc(OC2C(=O)N(c3ccc(F)cc3)C2c2ccc(OC)c(OC)c2)cc1 (stereo not drawn)
.	0.6	0.94	COc1ccc(S(=O)(=O)Cc2ccc(C(=O)NCc3cccnc3)o2)cc1
-25	.	.	C/C(N)=C(/C#N)C(=O)COc1ccc(Cl)cc1Cl
.	2.4	0.69	Fc1cccc(CSc2ccc(-c3ccc4c(c3)OCO4)nn2)c1
-21	1.1	0.52	Cc1ccccc1C(=O)Nc1ccc(S(=O)(=O)N2CCN(C)CC2)cc1

Whole records as entered above:
C/C(N)=C(/C#N)C(=O)COc1ccc(Cl)cc1Cl is entered as Insulin prom inh = -25; SDO1 yeast rescue Rescue 24 h = .; SDO1 yeast rescue = .
Fc1cccc(CSc2ccc(-c3ccc4c(c3)OCO4)nn2)c1 is entered as Insulin prom inh = .; SDO1 yeast rescue Rescue 24 h = 2.4; SDO1 yeast rescue = 0.69

Exported with values under each structure: entries from further up.
The line under a structure holds: Insulin prom inh | SDO1 yeast rescue Rescue 24 h | SDO1 yeast rescue
- O=C1CC(=O)Nc2cc(S(=O)(=O)N3CCN(c4cccc(C(F)(F)F)c4)CC3)ccc2N1
→ 18 | . | .
- COc1ccc(N(C(=O)c2ccccc2C)S(=O)(=O)c2cccs2)cc1
→ -74 | -0.36 | -0.42
- CCOc1ccc(NC(=NCc2ccc3c(c2)OCO3)SC2CC(=O)N(c3ccccc3)C2=O)cc1 (stereo not drawn)
→ 61 | 1.8 | -0.21
- COc1ccc(-c2cc(C(F)(F)F)n3nc(C(=O)O)nc3n2)cc1
→ . | -0.74 | -0.09
- COc1ccc(-c2cc(C(=O)Nc3ccc(C)cc3)no2)cc1
→ 25 | -1 | -1.1

(cont.)
Insulin prom inh	SDO1 yeast rescue Rescue 24 h	SDO1 yeast rescue	structure
.	-0.84	-0.34	Cc1cc(NC(=O)CSc2nc(C(C)C)nc3c2c(=O)n(C)c(=O)n3C)no1
.	-0.75	-0.23	Nc1nc2n(n1)C(c1ccc(Cl)cc1)CC(c1ccc(F)cc1)N2 (stereo not drawn)
-28	-0.18	0.25	FC(F)(F)c1cnc2c(-c3ccc(Cl)cc3Cl)noc2c1
29	-1.1	-0.69	CCOC(=O)C1=C(CC)OC(N)=C(C#N)C1c1ccc(OC)c(C)c1OC (stereo not drawn)
62	0.26	0.23	O=C(COc1ccc(F)cc1)N1CCC(c2ccccc2)C1 (stereo not drawn)
-186	1.4	0.8	O=C(CSc1ncn[nH]1)c1ccc2c(c1)OCCO2
39	-1.4	-1.5	COc1cc2nc(COc3ccccc3[N+](=O)[O-])oc(=O)c2cc1OC
-270	0.39	0.54	CCCNC(=O)Cn1c(=O)/c(=C\c2ccc(-c3ccc([N+](=O)[O-])cc3)o2)s/c1=C\C(=O)C(C)(C)C
.	-1	-1.1	N#Cc1ccccc1Sc1ccccc1C(=O)Nc1ccc2ccccc2c1
.	0.59	0.92	Cc1ccc(OCCCCNC(C)(C)C)c([N+](=O)[O-])c1
-8	.	.	CC(C)(C)Nc1nc(Oc2ccc(=O)[nH]n2)nc(N2CCOCC2)n1
0	0.65	0.47	COc1ccccc1C(c1nnnn1Cc1ccccc1)N1CCN(c2nc3ccccc3s2)CC1 (stereo not drawn)
54	-0.66	-0.69	CCCC(C)C(=O)Nc1ccc(Cl)cn1 (stereo not drawn)
